# TRPV1 agonist: human TRPV1 agonism; activation, % at 8.33 µM; AID 540275; 320,000 compounds, 0.19% hits; TRPV1-expressing cells, Fluo-8 calcium influx, agonist mode; Q8NER1; in the data active means activation above about 80%; inconclusive means between about 30% and that limit; further: 0% is about no effect
#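 Cells expressing TRPV1 were dye-loaded with Fluo-8 and read kinetically: 10 s baseline, 3 min after compound (agonist portion), then 2 min after EC20 capsaicin (allosteric enhancer portion). Calcium-bound dye fluorescence at 480/520 nm.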
# TSHR antagonist: antagonists of human thyroid stimulating hormone receptor | P16473 | activity change, negative = inhibition, % at 11.5 µM | TSHR-expressing cells, TSH-stimulated cAMP HTRF, 2 h; active compounds read low | 330,000 compounds, 0.2% hits;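 active means activity change below a set negative limit, meaning inhibition stronger than a set level, cut at about -70% in these data; inconclusive means activity change between two set negative limits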; further: on the % scale 0 is the no-effect control and ±100 the full control effect
#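 Cell-based HTRF cAMP assay; TSHR cells + compound, TSH EC80 (4nM final), 2 h, 37 deg C. Lysis with anti-cAMP cryptate and cAMP-d2, 30 min RT, read 665/620 nm.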
# Eya2 inh: Eya2 (human) phosphatase inhibition; O00167; recombinant Eya2, OMFP fluorescence dephosphorylation (OMFP is methylfluorescein phosphate); Potency, µM (titrated, usually from 76.9 µM), inactives show at the highest dose activity, negative = inhibition, most hits filed as inhibitors; 330,000 compounds, 0.006% hits; AID 488837; further: potency means the concentration at half of the fitted maximal effect; on the % scale 0 is the no-effect control and ±100 the full control effect
#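 Eya2 (0.2 uM) preincubated 10 min at ambient with compound, then OMFP substrate added at 50 uM; 10 min reaction in 50 mM HEPES pH 7.5, 50 mM NaCl, 5 uM MgCl2, 0.05% BSA, 1 mM DTT. Fluorescence read at Ex 485/Em 525 nm.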
# hERG WT inh: KCNH2 (human, wildtype) channel inhibition; activity change, % at 1.84 µM; 340,000 compounds, 0.37% hits; U2OS, BacMam KCNH2, thallium flux FluxOr; active compounds read low;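 active means maximum activity change below -70%; inconclusive means maximum activity change between -70% and -50%; inactive means maximum activity change above -50%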; further: on the % scale 0 is the no-effect control and ±100 the full control effect
#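 U2OS cells transduced with wild-type KCNH2 virus are loaded with FluxOr dye for 45 min, and thallium flux is measured in kinetic reads before and after stimulation buffer. Rate constants are normalized to DMSO controls.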
# KCNH2 3.1 block: blocks the human KCNH2 3.1 channel isoform; U2OS KCNH2 3.1, thallium flux FluxOr; active compounds read low; activity change, % (tested at about 1.8 µM); 340,000 compounds, 0.95% hits; AID 720553;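 active means maximum activity change below -70%; inconclusive means maximum activity change from -70% to -50%; inactive means maximum activity change above -50%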;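 further: thallium influx rate constant from kinetic fluorescence after stimulation buffer; on the % scale 0 is the no-effect control and ±100 the full control effect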
#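 Thallium flux via FluxOr fluorescence (Red40 quencher, 45 min loading) in U2OS cells virally expressing the KCNH2 3.1 isoform (1.77 x 10^8 /mL virus, overnight at 37 C). Rate constants from 2-min kinetic reads post-stimulation, normalised to positive and negative controls.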
# TCR act: activates T cell receptor signaling. primary human leukocytes, anti-CD3, IL-2 HTRF, 48 h. Potency, µM (series often up to 9.22 µM), without a hit: at the highest dose activation of IL-2 secretion, actives largely listed as activators. 330,000 tested, under 10 active; further: % of control where 0% means no effect
#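 TCR engagement came from a-CD3 beads alone, with compounds added to primary human leukocytes for 48 hr. Secreted IL-2 bridged europium cryptate- and d2-labelled anti-IL-2 antibodies, giving FRET emission at 665nm after 320nm excitation.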
# ELG1 DNA repair: blocks ELG1-dependent DNA repair in HEK293T cells. HEK293T ELG1-luciferase reporter, luminescence, 16 h; DNA damage induced by 5-fluorouridine. Potency, µM (highest dose often 46.1 µM), inactives show at the highest dose activity change, negative = inhibition, most hits filed as inhibitors. 330,000 compounds, 2.3% hits. AID 504467; further: potency means the concentration at half of the fitted maximal effect; on the % scale 0 is the no-effect control and ±100 the full control effect; nearly all actives have a fitted effect of over 55% in size
#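 Step one: seed 2,000 cells per well. Step two: pin-transfer compound or DMSO alongside 5-fluorouridine. Step three: incubate 16 hr, 37 °C, 5% CO2. Step four: add ONE-Glo, wait 30 min, read luminescence.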
# USP2a inh: USP2a (human) protease inhibition | O75604 | USP2 core, Ub-CHOP2 coupled fluorogenic reporter, 485/531 | Potency, µM (highest dose often 38.3 µM), without a hit: top-dose activity change, negative = inhibition, most hits filed as inhibitors | AID 463254 | 330,000 compounds, 0.01% hits;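 further: potency means the concentration at half of the fitted maximal effect; plate controls were DMSO wells for no effect and full inhibition by NEM control for full effect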
# Target sequence (O75604 whole entry, looked up): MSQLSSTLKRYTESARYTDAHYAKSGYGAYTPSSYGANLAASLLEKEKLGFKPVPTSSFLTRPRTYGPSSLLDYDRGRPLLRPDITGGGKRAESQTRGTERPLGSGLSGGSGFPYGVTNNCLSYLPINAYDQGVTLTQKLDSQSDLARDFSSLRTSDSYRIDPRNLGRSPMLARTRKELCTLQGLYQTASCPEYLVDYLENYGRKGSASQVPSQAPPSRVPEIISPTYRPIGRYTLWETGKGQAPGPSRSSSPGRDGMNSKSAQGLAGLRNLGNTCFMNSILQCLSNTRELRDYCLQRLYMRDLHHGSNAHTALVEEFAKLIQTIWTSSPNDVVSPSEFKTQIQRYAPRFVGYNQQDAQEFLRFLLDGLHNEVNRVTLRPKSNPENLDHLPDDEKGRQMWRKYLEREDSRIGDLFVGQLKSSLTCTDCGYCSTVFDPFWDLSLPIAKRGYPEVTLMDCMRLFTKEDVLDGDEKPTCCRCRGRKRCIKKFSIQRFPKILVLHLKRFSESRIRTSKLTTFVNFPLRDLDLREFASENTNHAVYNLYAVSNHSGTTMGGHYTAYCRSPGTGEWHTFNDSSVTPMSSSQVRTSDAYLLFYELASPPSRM
#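 USP2 core (10nM final) preincubated 30min RT with compound in 20mM Tris-HCl pH 8.0, 2mM CaCl2, 2mM beta-mercaptoethanol, 0.05% CHAPS; 25nM Ub-CHOP2 plus 25nM reporter substrate added, fluorescence (Ex485/Em531) read after 60min.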
# Mito fusion yeast: blocks mitochondrial division or promotes mitochondrial fusion; S. cerevisiae fusion-defective mutant growth rescue, CellTiterGlo 48 h; Potency, µM (top dose mostly 46.1 µM), for the others: top-dose growth rescue (activation), hits mostly activators; 320,000 compounds, 0.23% hits; AID 485298;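 further: potency means the concentration at half of the fitted maximal effect; % of control where 0% means no effect; nearly all actives have a fitted effect of over 45% in size; temperature-sensitive fusion mutants such as fzo1-1 at 37 °C on non-fermentable ethanol glycerol medium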
#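 S. cerevisiae fusion-defective temperature-sensitive mutants (e.g. fzo1-1, mgm1-5) grown 48 h at 37C in YPEG (ethanol/glycerol non-fermentable) medium with 23 nl compound per well; growth rescue read as CellTiterGlo luminescence.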
# AT treatment: potential ataxia-telangiectasia treatment; AID 485349; 320,000 compounds, 0.19% hits; Potency, µM (doses to about 57.5 µM), for the others: at the top dose activation, most hits filed as activators; […] A-T fibroblasts, KAP-1 phosphorylation AlphaLISA; neocarzinostatin DNA damage 30 min before lysis; further: potency means the concentration at half of the fitted maximal effect; % of control where 0% means no effect; nearly all actives have a fitted effect of over 45% in size
#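 ATM-like activity read as KAP-1 phosphorylation via AlphaLISA donor/acceptor antibody pairs after lysis and 6 hr at 25C. Cells were ATM-null patient fibroblasts ([…], hTERT), dosed 60 min, then exposed to the DSB inducer NCS for 30 min.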
# * marks the source's active call; other numbers are inactive results; ? = inconclusive; · = no result given; [ ] = dose if it differs, or a comment. Unless noted, the call rests on the fitted dose curve; in most records, active means well fitted curve in the direction sought with a large enough effect; inconclusive means small, poorly fitted or top-dose-only effect, or another doubt; inactive means no such curve, though single readings can be large; an effect the other way counts as inactive or inconclusive. Not all compounds are listed. The share of hits here may be higher or lower than overall.
Structure	Mito fusion yeast	TSHR antagonist	TCR act	TRPV1 agonist	Eya2 inh	KCNH2 3.1 block	hERG WT inh	USP2a inh	ELG1 DNA repair	AT treatment
CS(=O)(=O)NCc1ccc(C(=O)NC2CCCCC2)cc1	-2%	7	-1%	14	19%	-6	-4	0%	?	-1%
COc1ccc(C2=NOC(COc3ccc([N+](=O)[O-])cc3)C2)cc1 (stereo not drawn)	6%	-7	-1%	22	-10%	-33	15	1%	?	-4%
Cc1oc(-c2ccccc2Cl)nc1CSCC(=O)N1CCCC1	-4%	1	3%	25	-3%	-2	-3	1%	19%	-8%
COc1ccc(N(Cc2cc3ccc(C)cc3[nH]c2=O)C(=O)c2ccco2)cc1	1%	2	4%	22	9%	-5	-3	-1%	-21%	6%
C[C@@H]1C(=O)O[C@H]2[C@H]1CC[C@@]1(C)C(=O)C=C[C@@](C)(O)[C@H]21	-7%	-7	4%	-4	-9%	-2	7	6%	?	-26%
O=C(O)CCC(NC(=O)C(Cc1ccc2c(c1)OCO2)NC(=O)c1ccccc1)C(=O)O (stereo not drawn)	-2%	7	·	-4	9%	·	·	-1%	10%	-1%
Cc1ccc(-c2csc3nc(C)n(N)c(=O)c23)o1	-12%	0	-5%	16	15%	2	-14	1%	?	0%
Cc1ccc(OC(=O)c2cccc(S(=O)(=O)N(C)C)c2)c(-n2nc3ccccc3n2)c1	3%	-11	3%	6	11%	·	0	1%	?	0%
O=[N+]([O-])c1ccc2nc(-c3ccccn3)[nH]c2c1	1%	4	-1%	8	4%	8	-3	-2%	?	-16%
O=C(CSc1ncnc2nc[nH]c12)Nc1ccccc1C(F)(F)F	1%	2	-1%	-1	-23%	0	-10	-1%	11%	-3%

# Reprinted at random: 7 entries already listed, in no set order.
Structure	Mito fusion yeast	TSHR antagonist	TCR act	TRPV1 agonist	Eya2 inh	KCNH2 3.1 block	hERG WT inh	USP2a inh	ELG1 DNA repair	AT treatment
Cc1ccc(OC(=O)c2cccc(S(=O)(=O)N(C)C)c2)c(-n2nc3ccccc3n2)c1	3%	-11	3%	6	11%	·	0	1%	?	0%
O=[N+]([O-])c1ccc2nc(-c3ccccn3)[nH]c2c1	1%	4	-1%	8	4%	8	-3	-2%	?	-16%
Cc1oc(-c2ccccc2Cl)nc1CSCC(=O)N1CCCC1	-4%	1	3%	25	-3%	-2	-3	1%	19%	-8%
Cc1ccc(-c2csc3nc(C)n(N)c(=O)c23)o1	-12%	0	-5%	16	15%	2	-14	1%	?	0%
COc1ccc(N(Cc2cc3ccc(C)cc3[nH]c2=O)C(=O)c2ccco2)cc1	1%	2	4%	22	9%	-5	-3	-1%	-21%	6%
COc1ccc(C2=NOC(COc3ccc([N+](=O)[O-])cc3)C2)cc1 (stereo not drawn)	6%	-7	-1%	22	-10%	-33	15	1%	?	-4%
CS(=O)(=O)NCc1ccc(C(=O)NC2CCCCC2)cc1	-2%	7	-1%	14	19%	-6	-4	0%	?	-1%

# Further structures follow.
Structure	Mito fusion yeast	TSHR antagonist	TCR act	TRPV1 agonist	Eya2 inh	KCNH2 3.1 block	hERG WT inh	USP2a inh	ELG1 DNA repair	AT treatment
COc1ccc(-n2nc(C(=O)NCC(=O)Nc3ccccn3)c3ccccc3c2=O)cc1Cl	1%	12	-1%	·	7%	-5	1	0%	?	1%
Cc1cc(NC(=O)CSCc2ccc([N+](=O)[O-])cc2)no1	-2%	1	0%	1	10%	3	-2	1%	13%	-2%
O=C1CCCC(=O)C1=C1SCCS1	0%	7	2%[46.1 µM]	-1	5%	-6	4	2%	27%	-3%
N#C/C(=C\c1ccco1)C(=O)NCC1CCCO1 (stereo not drawn)	-3%	4	3%	-4	6%	6	2	8%	?	-4%
Cc1ccn2c(=O)nc(SCC(=O)NCc3ccc(F)cc3)nc2c1	1%	12	2%	3	-10%	7	-4	-3%	8%	-4%
CC1CCCCN1CCCNC(=O)c1c(O)nc2ccccn2c1=O (stereo not drawn)	7%	-1	-4%	0	-16%	-7	-13	0%	19%	11%
Cc1ccc(C(=O)Nc2ccon2)cc1S(=O)(=O)N1CCOCC1	1%	6	7%	-4	-10%	1	3	0%	2%	-3%
COc1ccc(Cl)cc1NC(=O)COC(=O)c1c(-c2ccccc2)noc1C	-5%	-10	-13%	4	-2%	-7	3	-6%	?	-2%
O=C(COc1ccc2ccccc2c1Br)N1CCOCC1	-1%	-14	-15%[46.1 µM]	?	5%	-12	-3	-1%	?	-4%
CNC(=O)c1ccc(NC(=O)c2cc(S(=O)(=O)N(C)C)ccc2N2CCCC2)cc1	-1%	10	-3%	0	-7%	4	-9	1%	9%	-1%
CCC1NC(=S)N(C2CCCCC2)C1=O (stereo not drawn)	-8%	8	4%	·	7%	4	-6	0%	-2%	12%
COCCN1C=C2C(=O)C(C)(OC(=O)c3cccs3)C(=O)C=C2C=C1CCCC(=O)OC (stereo not drawn)	19%	6	1%	-2	8%	1	-13	-4%	6%	26%
CCC(=O)N(Cc1cc(=O)[nH]c2ccccc12)c1ccc(C)cc1	2%	4	-2%	-3	-16%	22	-2	2%	?	3%
Cc1ccc(-c2ccc(NC(=O)C3C4C=CC(C4)C3C(=O)O)cc2)o1 (stereo not drawn)	-4%	14	7%	4	-1%	11	2	2%	?	-4%
COc1ccc(/C=N/S(=O)(=O)CCc2ccccc2)c(OC)c1	5%	0	-2%[46.1 µM]	2	-16%	17	-48	7%	9%	5%
COc1ccc(/C=C/C(=O)N2c3ccccc3Sc3ccc(C(F)(F)F)cc32)cc1	20%	-3	-2%	13	1%	-30	9	5%	?	·
COc1ccc(Cl)cc1S(=O)(=O)Oc1ccc(NC(C)=O)cc1	5%	-14	8%[46.1 µM]	7	2%	5	-5	1%	-1%	·
COc1ccc(C(=O)NC(Cn2ccnc2)C(C)(C)C)cc1OC1CCN(C(C)C)CC1 (stereo not drawn)	-3%	-11	-1%	-4	6%	-17	-4	-1%	26%	-3%
CC(C)CNS(=O)(=O)c1cc(C(=O)OCC(=O)N(C)C2CCS(=O)(=O)C2)c(Cl)cc1Cl (stereo not drawn)	3%	-3	6%	-1	-4%	2	-4	-7%	14%	-10%
Cc1cccc(C)c1NC(=O)C(c1ccc(Cl)cc1Cl)N1CCCCC1 (stereo not drawn)	-1%	15	4%	25	-5%	-49	-2	1%	-15%	1%
COc1ccccc1N1CC(C(=O)NCCC2=CCCCC2)CC1=O (stereo not drawn)	-2%	-4	·	6	14%	9	-2	0%	2%	1%
O=C(/C=C/c1cc(Br)ccc1O)c1ccco1	-15%	11	7%	-3	2%	-18	-9	8%	?	42%
COc1ccc(CCNC(=O)COC(=O)/C=C/c2cc(OC)c(OC)c(OC)c2)cc1OC	2%	2	0%	-1	-3%	-9	·	1%	-6%	1%
Cc1cc(S(=O)(=O)N2CCCC2)ccc1OCC(=O)NCc1ccccc1	3%	-3	2%	1	-1%	2	-14	2%	-19%	15%
Cc1ccccc1NC(=O)Cn1cnc2c1c(=O)n(C)c(=O)n2C	-2%	7	4%	-1	-1%	-7	-1	-7%	-13%	0%
COc1ccc(C(CC(=O)c2ccc(C)cc2)C(C#N)C#N)cc1OC (stereo not drawn)	1%	-5	-3%[46.1 µM]	7	-1%	5	-7	1%	?	6%
CCOc1ccccc1NC(=O)Cc1ccccc1OC	4%	·	-8%	-1	6%	-7	-6	5%	-1%	2%
COc1ccc(CC(=O)Nc2ccc(/C(C)=N/NC(=O)c3ccc(OC)cc3OC)cc2)cc1	1%	-11	-1%	3	-9%	-10	-4	-1%	-2%	8%
Nn1c(SCc2ccc(Br)cc2)nnc1-c1cccnc1	3%	6	3%	2	11%	8	-13	-2%	-4%	3%
O=C(C1CCCC1)N1CCN(S(=O)(=O)c2ccc(F)c(F)c2F)CC1	7%	-9	3%	-2	-11%	-1	0	-1%	2%	1%
O=C(c1ccccc1F)N1CCN(C(=O)C(c2ccccc2)c2ccccc2)CC1	20%	1	-1%	-1	2%	1	-2	0%	1%	-2%
Cc1ccnc(NS(=O)(=O)c2ccc3c(c2)CCO3)c1	0%	-3	·	1	11%	·	·	-1%	-1%	11%
Cc1cc(NC(=O)COC(=O)/C=C/c2ccc(C)o2)no1	·	12	-8%	·	8%	30	21	4%	0%	5%

# Bioassay records: PubChem BioAssay, National Center for Advancing Translational Sciences (NCATS)
